CHX counter: counter-screen for Shiga toxin inhibitors: cycloheximide protein synthesis inhibition | cell reporter, cycloheximide protein synthesis inhibition counterscreen | max response, % | 300,000 tested, 12% active; in the data active means max response mostly above about 13%, no sharp cut-off; inactive means mostly below about 14%; further: read at 38.3 µM for the half of the compounds with a filed dose; 0% is about no effect
HCMV inh: human cytomegalovirus inhibition; 410,000 tested, 4.5% active; HFF cells, HCMV-luciferase reporter, 72 h; active compounds read low; activity change, negative = inhibition, % at 57.5 µM; in the data active means activity change below about -60%; inconclusive means no clear call, values can overlap the other calls; inactive means above about -39%; further: on the % scale 0 is the no-effect control and ±100 the full control effect
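After 16 h attachment at 37C, HFF cells received test compound and HCMV-luciferase (1 PFU/cell); reporter luminescence read 72 h later, data normalized against buffer-only and known inhibitor Salinomycin.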
AMA1-RON2 inh: AMA1-RON2 (P. falciparum) interaction inhibition. AlphaScreen AMA1-biotinylated RON2 peptide binding. 360,000 tested, 0.2% active. AID 720542. Potency, µM (doses to about 58.2 µM), for inactives: top-dose activity change, negative = inhibition, actives largely listed as inhibitors;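 further: potency means the concentration at half of the fitted maximal effect; 0% = vehicle wells and -100% = peptide control; nearly all actives have a fitted effect of over 45% in size; some results filed as inactive show a strong effect at the top dose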
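AMA1 (3D7) with his tag at 25 nM final met compounds first, then biotinylated RON2 peptide at 25 nM; detection used donor plus acceptor beads, 10 µg/mL apiece, read by AlphaScreen after 30 min at room temperature.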
AmpC detergent: blocks E. coli AmpC beta-lactamase in detergent assay. P00811. AmpC hydrolysis of nitrocefin, absorbance 480 nm, 0.01% Triton. Potency, µM (top dose mostly 114 µM), for the others: at the highest dose activity change, negative = inhibition, most hits filed as inhibitors. 370,000 tested, 0.041% active. AID 485294;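 further: potency means the concentration at half of the fitted maximal effect; 0% = no-compound wells and -100% = no-enzyme wells; nearly all actives have a fitted effect of over 25% in size; some results filed as inactive show a strong effect at the top dose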
Target sequence (P00811 whole entry, looked up): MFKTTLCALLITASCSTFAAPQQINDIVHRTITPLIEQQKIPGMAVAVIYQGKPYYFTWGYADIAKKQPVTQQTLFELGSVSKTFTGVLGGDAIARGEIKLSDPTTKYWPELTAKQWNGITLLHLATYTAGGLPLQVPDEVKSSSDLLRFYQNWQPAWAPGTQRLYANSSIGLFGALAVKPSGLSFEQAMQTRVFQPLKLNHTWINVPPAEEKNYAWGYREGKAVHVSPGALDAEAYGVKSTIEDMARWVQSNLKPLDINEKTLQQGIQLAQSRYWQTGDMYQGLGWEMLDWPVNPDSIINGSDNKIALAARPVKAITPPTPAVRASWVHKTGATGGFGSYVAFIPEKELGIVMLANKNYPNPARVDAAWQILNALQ
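20 mM phosphate pH 7.0 + 0.01% (detergent screen) or 0.0001% Triton X-100; 5.3 nM AmpC reagent; cpd preinc 15 min RT; nitrocefin (800 uM stock) to start; A480 q20 s × 4 min; Activity was normalised to no-enzyme and no-compound control wells.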
Shiga toxin inh: inhibitors of Shiga toxin in Vero cells; Vero cells, Shiga toxin protein synthesis inhibition reporter; inhibition, % at 38.7 µM; 290,000 tested, 9.2% active; AID 2315; in the data active means inhibition mostly above about 28%, no sharp cut-off; inactive means mostly below about 43%; further: 0% is about no effect
AmpC no deterg: inhibitors of E. coli AmpC beta-lactamase without detergent; AmpC nitrocefin hydrolysis, absorbance 480 nm, 0.0001% Triton; 330,000 tested, 0.52% active; Potency, µM (doses to about 57.1 µM), without a hit: at the top dose activity change, negative = inhibition, hits mostly inhibitors; P00811;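 further: potency means the concentration at half of the fitted maximal effect; plate controls were no compound for no effect and no enzyme for full effect; nearly all actives have a fitted effect of over 20% in size; some results filed as inactive show a strong effect at the top dose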
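AmpC (5.3 nM in the dispensed reagent) in 20 mM phosphate pH 7.0 with 0.01% (detergent screen) or 0.0001% Triton X-100 was preincubated with compounds for 15 min at room temperature. Nitrocefin was then added from an 800 uM solution, and hydrolysis was followed at 480 nm.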
FBPA Giardia inh: Giardia lamblia aldolase inhibition. A8B2U2. purified Giardia FBPA. Potency, µM (series often up to 59.6 µM), without a hit: top-dose activity, negative = inhibition, actives largely listed as inhibitors. 290,000 tested, 0.71% active; further: potency means the concentration at half of the fitted maximal effect; on the % scale 0 is the no-effect control and ±100 the full control effect; nearly all actives have a fitted effect of over 55% in size
Target sequence (A8B2U2 whole entry, looked up): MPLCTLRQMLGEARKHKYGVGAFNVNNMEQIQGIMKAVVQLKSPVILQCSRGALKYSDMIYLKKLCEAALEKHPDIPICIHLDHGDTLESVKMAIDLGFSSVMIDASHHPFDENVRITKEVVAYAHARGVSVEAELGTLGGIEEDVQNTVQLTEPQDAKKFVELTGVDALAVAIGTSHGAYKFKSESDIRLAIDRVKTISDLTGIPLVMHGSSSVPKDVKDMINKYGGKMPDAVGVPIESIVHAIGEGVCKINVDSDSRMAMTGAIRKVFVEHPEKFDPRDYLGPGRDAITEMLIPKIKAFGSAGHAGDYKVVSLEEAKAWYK
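Giardia FBPA (40 nM reagent) was preincubated 10 min at RT with compound (up to 57.5 uM final), then substrate plus GAPDH/TPI/NAD/arsenate coupling system with diaphorase/resazurin was added; resorufin fluorescence (525/598 nm) was read after 20 min.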
The depositor's hits bear a star; ? = inconclusive; · = not tested or not shown; & = joins results of further samples; [ ] = dose if it differs, or a comment. Unless noted, the call rests on the fitted dose curve; in most records, active means well fitted curve in the direction sought with a large enough effect; inconclusive means small, poorly fitted or top-dose-only effect, or another doubt; inactive means no such curve, though single readings can be large; an effect the other way counts as inactive or inconclusive. Compounds were not picked by outcome. Share with any hit: about 16%.

SMILES	CHX counter	HCMV inh	AMA1-RON2 inh	AmpC detergent	Shiga toxin inh	AmpC no deterg	FBPA Giardia inh
Fc1ccccc1Nc1nc2ccccc2n2nnnc12	41*	200	113%[activator]	-10%	53	-15%	-7%
Cc1cc(N(CCO)CCO)nc(-n2nc(C)cc2C)n1	-6	-23	60%[activator]	10%	-14	-10%	-3%
C=CCN1C(=O)C(O)(CC(=O)c2ccc(-n3cccc3)cc2)c2ccccc21 (stereo unspecified)	3	·	-19%	-1%	7	-29%	-7%
O=C(NCCc1ccccc1)c1ccc(CS(=O)(=O)Cc2ccc(F)cc2)o1	11	20	-2%	2%	0	-5%	·
O=c1[nH]c(=S)n(C2CC2)c(O)c1C=Nc1ccc2c(c1)OCO2	14*	6	-3%	12%	37	-1%	-23%
CC(Sc1nccn1C)C(=O)c1ccc(Br)cc1 (stereo unspecified)	10	-35	-5%	4%	7	-3%	-23%
CC1CN(C(=O)CCC(=O)NC2CCN(Cc3ccccc3)CC2)c2ccccc2O1 (stereo unspecified)	-2	-1	-14%	-3%	10	42%	-5%
CCOC(=O)c1cn(CC(=O)Nc2cccc(F)c2)nn1	-3	-7	6%	-11%	15	-30%	5%
COC(=O)c1cccnc1Oc1ccccc1	-1	36	-6%	-7%	9	-1%	7%
COc1ccc(NC(=O)COc2ccc(C(=O)NCc3cccnc3)cc2OC)cc1	·	-12	-4%	1%	·	-19%	·
Cc1ccccc1C1C2=C(Nc3[nH]n(-c4ccccc4)c(=O)c31)c1ccccc1C2=O (stereo unspecified)	-3	·	·	-13%	-4	-36%	-15%
Cc1cc(-c2ccc([N+](=O)[O-])cc2)nc2ccccc12	46*	46	-20%	-14%	62*	-25%[11.4 µM]	-13%
Cc1cccc(C)c1NC(=O)Nc1cccs1	0	-19	-9%	-6%	-13	-24%	-7%
O=C1/C(=C\c2cccs2)Sc2ccc3ccccc3c21	48*	32	?	-13%	84*	-35%	7%
CCc1ccccc1NC(=O)[C@@H]1CCC(=O)N1C1OC(=O)c2ccccc21 (stereo partly specified)	-3	22	10%	?	-9	-13%	-4%
Cc1ccc(N2CC(C(=O)Nc3nnc(SCC(N)=O)s3)CC2=O)cc1C (stereo unspecified)	-1	21	-11%	?	14	-34%	11%
CC(C)Cc1nc(N2CCN(C(=O)c3ccccc3)CC2)c(C#N)c2c1CCC2	14	?	4%	0%	-16	1%	5%
COc1cccc(CC(=O)Nc2ccc(-c3csc(C)n3)cc2)c1	15	-1	-8%	7%	29*	-17%	-3%
CC1CCCCN1C(=O)CSc1nc2ncccc2[nH]1 (stereo unspecified)	9	-34	-6%	3%	28	-9%	·
CS(=O)(=O)Nc1nc2ccccc2[nH]1	4	29	-2%	1%	-3	-2%	2%
Cc1cc(S(=O)(=O)Nc2ccc(C(=O)NCC(c3ccccc3)N(C)C)cc2)ccc1F (stereo unspecified)	-1	?	-13%	-6%	-6	17%	·
Cc1cccc(C)c1OCC(O)Cn1ccnc1C (stereo unspecified)	-9	-29	15%	-5%	-9	-2%	-2%
CC(=O)C1=C(O)C(=O)N(c2ccc(Br)cc2)C1c1cccc([N+](=O)[O-])c1 (stereo unspecified)	-1	9	-6%	1%	-7	-30%	-3%
O=C(Nc1cccc(Cl)c1N1CCOCC1)c1cccs1	2	?	-14%	3%	5	-13%	·
O=C(O)CN=C(NS(=O)(=O)c1ccc(Cl)cc1)c1ccc(F)cc1	-3	-26	-8%	-4%	-8	-30%	6%
CCCCNC(=S)N1CCN(CC)CC1	-3	-8	?	-7%	-7	-10%	?
Cc1cc(NC(=O)COC(=O)c2ccccc2NCCO)no1	·	-11	3%	·	·	-17%	·
COc1ccc(Cl)cc1-n1c(=S)sc2c(=O)n(-c3ccc(F)cc3)c(SCC(=O)O)nc21	1	11	-6%	-2%	19	-32%	-22%
CCCCCCN1CCN(c2ccc(Cl)cc2)CC1	-2	?	35µM*	?	-2	-39%	?
COc1ccc(-c2nc(CS(=O)CC(=O)NCc3ccccc3)c(C)o2)cc1OC (stereo unspecified)	5	0	-1%	0%	-3	38%	·

A few values from the entries so far.
C=CCN1C(=O)C(O)(CC(=O)c2ccc(-n3cccc3)cc2)c2ccccc21 (stereo unspecified) @ CHX counter = 3
O=C(O)CN=C(NS(=O)(=O)c1ccc(Cl)cc1)c1ccc(F)cc1 @ HCMV inh = -26
Cc1cccc(C)c1OCC(O)Cn1ccnc1C (stereo unspecified) @ HCMV inh = -29

2 of the compounds above, in CSV form:
canonical_smiles,CHX counter,HCMV inh,AMA1-RON2 inh,AmpC detergent,Shiga toxin inh,AmpC no deterg,FBPA Giardia inh
Cc1cc(S(=O)(=O)Nc2ccc(C(=O)NCC(c3ccccc3)N(C)C)cc2)ccc1F (stereo unspecified),-1,?,-13%,-6%,-6,17%,·
CCCCCCN1CCN(c2ccc(Cl)cc2)CC1,-2,?,35µM*,?,-2,-39%,?

(more compounds)
SMILES	CHX counter	HCMV inh	AMA1-RON2 inh	AmpC detergent	Shiga toxin inh	AmpC no deterg	FBPA Giardia inh
Cc1ccc(C(=O)Nc2c(C)cc(-c3ccc(Cl)cc3)oc2=O)cc1	1	5	0%	0%	-8	-16%	0%
Cc1onc(-c2ccccc2)c1C(=O)Oc1ccccc1	-1	-38	-1%	?	13	-23%	3%
CN1CCc2cc(O)c(O)cc2C1Cc1ccc(O)c(O)c1 (stereo unspecified)	-6	·	·	·	-17	·	-27%
Cc1csc(NC(=O)C2CSC3(C)CCC(=O)N23)n1 (stereo unspecified)	9	57	9%	-4%	-2	-17%	·
CCc1cc[n+](-c2nc3ccccc3nc2C(=C=[N-])C#N)cc1	-2	-39	-6%	2%	-11	-9%	-29%
CC(C)P(=O)(c1cccc(C(=O)O)c1)C(C)C	-4	13	?	-11%	-10	-23%	0%
CCOc1ccc(CN(C(=O)c2cc3ccccc3oc2=O)C2CC2)cc1	12	-17	-6%	-13%	26	-5%	-2%
COc1ccccc1/C=C1\SC(=S)N(CCC(=O)NCCCN2CCOCC2)C1=O	8	?	-19%	?	-6	200%[activator]	-2%
S=c1nc[nH]c2nc[nH]c12	-2	56&85	83%&52%[activator]	?	3	-13%&-20%	7.9µM*
COc1ccc(OC)c(CNC(=O)C2CCN(C(=O)N(C)C)CC2)c1	2	-17	-2%	?	-5	-10%	6%
Cc1ccc(NC(=S)NC(NC(=O)Cc2cccc3ccccc23)C(Cl)(Cl)Cl)cc1 (stereo unspecified)	-3	10	0%	10%	-47	-46%	4%
COCCNC(=O)CSc1ccc(Cl)cc1	12	1	-7%	-3%	10	-21%	7%
COC(=O)c1cc2c([nH]c3ccccc32)c(C)n1	-5	·	·	-12%	-4	67%[activator]	2%
O=C(CSc1nccc(=O)[nH]1)N1CCOCC1	2	56	-11%	?	-7	-15%	?
COc1ccc(OC)c(N/C(=N\c2nc(C)cc(C)n2)NC(=O)c2ccco2)c1	-4	·	·	17%	21	-16%	0%
CCN(CC)CCNS(=O)(=O)c1ccc(/C=C/C(=O)O)cc1	-2	-6	20%	-10%	-5	-16%	-6%
CCOc1ccc(NC(=O)N2CCC(C(N)=O)(N3CCCCC3)CC2)cc1	-2	7&21	-2%	25%&-6%	-2	-1%	2%
CCN(CC)CCn1c2ccccc2c2n[nH]c(=S)nc21	-3	29	3%	-1%	-9	15%	-5%
CSc1ccc(S(=O)(=O)N2c3ccccc3CC2C)cc1 (stereo unspecified)	-4	?	13%	-13%	·	-32%	24%
COCCN(Cc1ccccc1)C(=O)c1cccc(S(=O)(=O)N2CCN(c3ccccc3)CC2)c1	·	-7	24%	-2%	·	129%[activator]	·
Cc1cc(C)n(C(=O)CNC(=O)c2cccc(Br)c2)n1	21	?	-7%	-11%	-1	-22%	6%
NS(=O)(=O)c1ccc(S(=O)(=O)NCCc2ccccc2)cc1	-2	32	-7%	?	-6	-26%	4%
CCCOc1ccc2oc(=O)c3c(c2c1)CCCN3C(=O)CN1CCCC(C(=O)OCC)C1 (stereo unspecified)	-3	-25	0%	-5%	-18	105%[activator]	-2%
NOCc1ccccc1	32*	·	·	·	36	·	-20%
C[C@H]1CCC[C@@H](O)CCC/C=C/c2cc(O)cc(O)c2C(=O)O1	-3	-105*	8%	-19%	-11	-33%	0%
Cc1cc(NC(=O)CSCCc2ccncc2)no1	-2	24	-5%	-13%	-12	-8%	0%
CCOC(=O)Cc1csc(NC(=O)C(C)(C)CC)n1	31*	13	12%	-1%	51*	-5%	4%
O=C(c1cccc(F)c1)N1CCN(Cc2ccco2)CC1	3	10	-2%	-1%	-3	-1%	-9%
COc1cc(OC)cc(C(=O)NC(C(=O)NNC(=O)c2ccc(C)cc2)C(C)C)c1 (stereo unspecified)	·	-15	134%[activator]	3%	·	-18%	·
O=c1cc(CNC2CCCCC2)c2ccccc2[nH]1	-5	11	1%	?	-6	-26%	-1%
CCc1nc(SCC(=O)NC2CC2)c2c(C)c(C)sc2n1	5	-3	-16%	9%	-5	2%	-6%
Cc1nc(Cl)cc(CS(=O)(=O)c2ccc(Cl)cc2)n1	-2	-30	16%	6%	-8	-17%	-30%
OC(Cn1nnc2ccccc21)Cn1c(C(F)(F)F)nc2ccccc21 (stereo unspecified)	-4	0	3%	-4%	-6	-17%	-3%
COC(=O)C1(O)CC(C(C)C)=NN1C(=O)c1ccc(Cl)cc1 (stereo unspecified)	-2	27	21%	0%	2	-1%	3%
N#CCCn1cc(C(=O)Nc2ccc(F)cc2)c(-c2ccc([N+](=O)[O-])cc2)n1	-2	-15	9%	-1%	-18	-4%	3%
Cc1c(C)c(C)c(S(=O)(=O)N2CCNCC2)c(C)c1C	26	-37	0%	3%	15	2%	2%
COC(=O)CC1C(=O)NCCN1Cc1cn(-c2ccc(C)cc2)nc1-c1cccc(C)c1 (stereo unspecified)	20*	31	15%	8%	46*	242%[activator]	?
COc1cccc(CNC(=O)c2ccc(OCC(=O)N3CCOCC3)c(OC)c2)c1	·	0	-1%	?	·	-6%	·
COc1ccccc1CNC(=O)Cn1cc2c(n1)CCCC2	-2	-4	0%	?	-1	?	4%
CCCCC(=O)NC(c1ccc(Cl)cc1Cl)c1ccc2cccnc2c1O (stereo unspecified)	7	-104*	109%[activator]	-11%	6	-53%	?
CC(=O)Nc1ccc(NC(=O)c2ccc(C3SCC(=O)N3CCc3ccccc3)cc2)cc1 (stereo unspecified)	-6	-32	17%	-3%	-10	6%	0%
CC1CCc2c(sc(NC(=O)c3ccc(Cn4cc(Br)cn4)o3)c2C(N)=O)C1 (stereo unspecified)	0	12	0%	1%	14	-18%	2%
CN(Cc1ccc(Cl)c(Cl)c1)C(=O)CN1C(=O)NC2(CCCC2)C1=O	·	-7	10%	-4%	·	6%	·

From PubChem BioAssay
